Screens as filed in PubChem BioAssay.
MDM2 E3 inh: blocks human Mdm2 ubiquitin ligase activity; cell-based MDM2 ubiquitination luciferase reporter, 2 h; 0 = plate control, 100 = twice control, blank-subtracted; 210,000 compounds, 0.11% hits; signal enhancement, % at 5 µM; Q00987;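 active means signal enhancement of 30% or more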;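 further: luminescence tracks abundance of the self-degrading MDM2-luciferase fusion protein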
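Buffer or medium: Cells held in DMEM | Assay system: Stable mammalian line carrying autodegrading MDM2–luciferase fusion reporter | Quantity: 2000 cells/well | Times: 4 h settle plus 2 h compound, 37 °C | Doses: One concentration, 5 µM, with 0.2% DMSO | Technique: Luminescence with SteadyLite reagent, 15 min at room temperature | Benchmarks: Plate controls and plate blanks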
Ba/F3 V617F tox: lowers viability of Ba/F3 cells expressing EpoR and JAK2V617F; ATP luminescence; inhibition, % at 5.6 µM; 220,000 compounds, 1.1% hits; AID 1446;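 active means inhibition above the campaign mean plus 3 SD over all tested compounds, cut at about 24% in these data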;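 further: cytokine-independent growth of Ba/F3 cells driven by EpoR plus mutant JAK2; 0% = DMSO-treated cells and 100% = JAK inhibitor I control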
S1P4 ag: human S1P4 receptor agonism. O95977. S1P4-expressing cell line, agonist reporter assay. activation, % at 4.98 µM. 220,000 compounds, 0.35% hits; in the data active means activation above about 11%;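 further: 0% = DMSO vehicle and 100% = reference agonist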
Wee1 stabilizer: human Wee1 degradation inhibition, primary screen; P30291; HeLa Luc-Wee1K328M stability, luciferase luminescence; 100% = proteasome inhibitor MG132 effect; reporter increase, % at 5 µM; 220,000 compounds, 1.2% hits; AID 1321;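 active means activation above the mean of all tested compounds plus 3 SD, set per screening run, cut at about 8.8% in these data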;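 further: cells exposed to compound for 20 h before luminescence read; 0% = DMSO alone and 100% = MG132 at 30 µM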
Target sequence (P30291 whole entry K328M): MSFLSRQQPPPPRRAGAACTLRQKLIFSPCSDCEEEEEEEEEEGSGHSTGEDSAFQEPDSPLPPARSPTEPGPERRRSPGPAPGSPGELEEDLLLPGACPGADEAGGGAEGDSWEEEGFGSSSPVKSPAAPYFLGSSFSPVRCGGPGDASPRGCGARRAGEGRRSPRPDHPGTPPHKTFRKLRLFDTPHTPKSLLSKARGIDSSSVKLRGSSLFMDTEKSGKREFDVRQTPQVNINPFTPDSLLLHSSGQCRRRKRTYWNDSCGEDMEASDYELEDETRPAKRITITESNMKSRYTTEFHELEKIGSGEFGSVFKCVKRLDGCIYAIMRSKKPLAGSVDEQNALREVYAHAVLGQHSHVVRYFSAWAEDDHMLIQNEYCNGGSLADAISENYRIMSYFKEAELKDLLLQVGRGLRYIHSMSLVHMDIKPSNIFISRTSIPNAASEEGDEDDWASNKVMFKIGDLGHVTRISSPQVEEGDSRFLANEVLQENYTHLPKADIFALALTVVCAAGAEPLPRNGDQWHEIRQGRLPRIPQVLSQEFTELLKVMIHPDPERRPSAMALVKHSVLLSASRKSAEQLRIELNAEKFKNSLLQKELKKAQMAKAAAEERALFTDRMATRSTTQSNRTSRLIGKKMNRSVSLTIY
eIF4E 4G PPI: inhibitors of eIF4E and eIF4G interaction in translation initiation; P63073+Q04637; TR-FRET eIF4E-eIF4GI(517-606) binding, 2 h; inhibition, % at 21.7 µM; 220,000 compounds, 0.37% hits;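 active means inhibition above about 30%, limit read from the data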;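 further: 0% = full FRET control wells and 100% = background wells lacking eIF4GI fragment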
NPY2 pot ag: potentiates or activates human NPY-Y2 receptor; P49146; cells expressing NPY-Y2, potentiator/agonist read-out; activation, % at 3.6 µM; 220,000 compounds, 0.45% hits; AID 1359; in the data active means activation above about 27%;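 further: cells stimulated with NPY near EC25 plus isoproterenol at EC100; 0% = vehicle plus submaximal agonist and 100% = vehicle plus saturating agonist; some results beyond the cut were filed as inactive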
BaF3 parental: reduces parental Ba/F3 cell viability, JAK2V617F counter-screen | AID 1486 | inhibition, % at 5.6 µM | 220,000 compounds, 1.1% hits | CellTiter-Glo ATP luminescence;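 active means inhibition above a per-campaign cutoff, the mean inhibition of all tested compounds plus 3 SD, cut at about 27% in these data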;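 further: 0% = DMSO wells and 100% = JAK Inhibitor I control wells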
PERK inh: human PERK inhibition, primary cell-based screen; Q9NZJ5; CHO PERK-DD fusion, SEAP luminescence translation reporter; inhibition, % at 5.6 µM; 220,000 compounds, 0.17% hits;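 active means inhibition above the mean inhibition of all tested compounds plus 3 SD, set separately per screening campaign, cut at about 2.9% in these data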;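 further: PERK kinase domain activated by AP20187 dimerizer at 100 nM; 0% = DMSO with dimerizer and 100% = rapamycin at 8.4 µM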
S1P4 antag: blocks the human S1P4 receptor | inhibition, % at 4.98 µM | O95977 | 220,000 compounds, 0.26% hits | S1P4-expressing cells, antagonist mode, reporter read-out; in the data active means inhibition above about 29%;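 further: 0% = wells stimulated with agonist and 100% = vehicle wells without agonist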
Starred values were filed as active, the others as inactive; / = no result given; [ ] = remark or other dose. Hits appear at their usual frequency; any-hit rate near 4.1%.

molecule,MDM2 E3 inh,Ba/F3 V617F tox,S1P4 ag,Wee1 stabilizer,eIF4E 4G PPI,NPY2 pot ag,BaF3 parental,PERK inh,S1P4 antag
O=C(COC(=O)C1(c2ccc(F)cc2)CCCC1)NCc1ccc2c(c1)OCO2,2,-2,0.7,-1,-2,-2,6,0.7,0
CCN1/C(=C/c2ccc3cc(C)ccc3[n+]2CC)Sc2ccccc21,-60,102*,-1.8,-2,5[fluorescence artefact?],4,106*,-0.8,-34
Cc1ccc(-c2noc(CCCc3ccccc3)n2)cc1,-16,-3,0.0,0,7,-5,-2,0.1,-1
O=C(CNCC1CCCCC1)Nc1ccccc1N1CCCCC1,21,-2,0.4,0,-3,6,-1,-0.3,-9
CC1(C)C(=O)Nc2ccccc2N1C(=O)COC(=O)c1cc([N+](=O)[O-])ccc1N,-18,3,-1.8,-1,3,-10,9,0.2,-10
CNC(=O)/C(=C\c1cccc(Oc2ccccc2)c1)NC(=O)c1ccccc1,-11,-2,-0.5,-2,4[fluorescence artefact?],0,1,0.6,-7
Cc1[nH]c(C(=O)N/N=C/c2ccc(N(C)C)cc2)c(C)c1C(=O)N/N=C/c1ccc(N(C)C)cc1,8,-1,0.2,8,0,2,-1,0.1,9
COCC(C)N=C1NN=C(c2cc(C)n(Cc3ccccc3Cl)c2C)CS1 (centres undefined),-7,3,2.9,-2,-4,0,6,-1.2,-13
Cc1cc(NC(=O)CN2CCCC(C)C2)n(-c2nc3ccccc3s2)n1 (centres undefined),-23,4,1.1,0,8,-12,9,0.4,4
Cc1nc2ccc(Br)cn2c1NC(C)(C)C,14,-1,-3.7,-2,-3,-1,1,-0.5,-13
COc1ccccc1-c1ccc(C(=O)O)o1,-1,0,2.2,-2,9,-9,9,0.7,-8
CC(C)Oc1ccc(N2CC(C(=O)OCC(=O)NCc3ccccc3)CC2=O)cc1 (centres undefined),-6,1,-1.7,-1,1,-7,1,0.9,-2
CCOC(=O)c1[nH]c(C)c(CN(CCc2ccccc2)S(C)(=O)=O)c1C,-9,4,-3.0,-1,2[fluorescence artefact?],6,7,-1.2,-18
COc1cccc(C(=O)N/N=C2/SCC(=O)N2CCc2ccc(OC)c(OC)c2)c1,-7,-5,1.4,5,0,6,1,0.6,4
CN(C)S(=O)(=O)c1cccc(NC(=O)COC(=O)/C=C/c2ccc([N+](=O)[O-])cc2)c1,20,0,0.8,1,2,3,0,0.5,-10
OC(COCc1cccs1)CN1CCN(c2cccc(C(F)(F)F)c2)CC1 (centres undefined),-39,0,0.5,0,-3,-16,7,0.8,-4
COc1ccc(-c2nsc3c(SCc4ccccc4)ncnc23)cc1,-9,1,2.1,-3,2,6,4,0.6,-21
Cc1ccc(-c2nc3c(c(=O)c4ccccc4n3C)c(=O)n2Cc2ccco2)cc1,-25,-2,1.9,-1,14,-4,5,1.0,-1
Cc1cccc(NC2(C(F)(F)F)N=C(c3ccccc3)NC2=O)n1 (centres undefined),-11,-1,1.2,4,-6,12,6,1.7,-7
CSc1n[nH]c(NC2=CC(=O)CCC2)n1,-10,-3,2.6,-3,8[fluorescence artefact?],6,-1,0.4,-8
Cc1ccc(S(=O)(=O)N2CCCOC2CNC(=O)C(=O)NCCC2=CCCCC2)cc1 (centres undefined),-6,0,-0.2,2,-2,-1,6,-1.1,-4
CC(=O)CCc1c(C)[nH]c2ccc(NC(C)=O)cc2c1=O,-12,2,1.3,4,9,4,3,1.1,-5
Cc1cccc(C)c1OCC(=O)NNC(=O)Nc1ccc(Cl)cc1,-21,0,0.6,3,7,-3,4,0.0,-47
CCCNC(=O)COC(=O)/C=C/c1ccc2c(c1)OCO2,12,2,2.0,0,14,-12,6,1.1,-12
OCCC1CN(Cc2cc(F)ccc2-n2cccn2)CCN1C1CCCC1 (centres undefined),-87,2,2.2,-1,6,-25,1,-1.2,-4
O=C(Nc1ccc(N2CCOCC2)cc1)c1ccccc1SCC(=O)N1CCCC1,1,2,-1.6,-4,1,0,2,2.1,-14
CCN1C(=O)c2cccc3c(S(=O)(=O)NC(Cc4c[nH]c5ccccc45)C(=O)O)ccc1c23 (centres undefined),-6,0,0.8,-2,-9,-3,7,1.1,-8
O=C(CCc1nc2ccccc2c(=O)[nH]1)NCc1ccco1,-2,8,0.0,2,1,-9,13,0.7,1
COc1ccccc1Oc1ccc2c(c1)C(=O)N(c1ccccc1)C2=O,2,-3,3.0,1,4,9,0,1.2,-13
c1ccc(-c2nnc(-c3ccccc3)nn2)cc1,-39,-3,0.7,0,0,6,0,0.6,-6

More results follow:
molecule,MDM2 E3 inh,Ba/F3 V617F tox,S1P4 ag,Wee1 stabilizer,eIF4E 4G PPI,NPY2 pot ag,BaF3 parental,PERK inh,S1P4 antag
COC(=O)CSc1nnc(CNC(=O)c2ccc(OC)cc2OC)n1C,-8,1,0.6,2,5,-4,4,-0.7,-8
CC(C)(C)CC(=O)O/N=C(\N)c1ccncc1,-88,4,-1.5,-1,2,-10,6,0.5,6
CCOc1ccccc1C(=O)N(Cc1ccccc1)Cc1cc2cc3c(cc2[nH]c1=O)OCCO3,/,-1,1.3,-1,/,-8,5,0.4,-3
COCc1[nH]nc2c1C(c1ccsc1)C(C#N)=C(N)O2 (centres undefined),-4,0,-0.3,1,-3,1,9,1.3,-12
CCOC(=O)/C=C(/C)N1N=C(c2ccc(OC)cc2)CC1c1cccc([N+](=O)[O-])c1 (centres undefined),1,0,0.4,2,4[fluorescence artefact?],7,7,0.7,-8
CS(=O)(=O)N(CC(=O)NCCSCc1ccco1)c1ccc2c(c1)OCO2,-22,-4,-0.4,3,4,1,-3,2.1,3
O=C(Nc1ncc(Br)s1)C(Cc1ccccc1)n1cccc1 (centres undefined),-9,7,-0.5,-4,-2,3,12,-0.4,24
Cc1cc(N)ccc1NC(=O)c1ccccc1,5,-4,1.8,1,-5,1,2,1.4,2
CCO[C@H]1OC(C(=O)N2CCN(Cc3ccc4c(c3)OCO4)CC2)=C[C@@H](c2ccccc2)[C@@H]1CCCO,/,3,-0.9,3,-2,-10,0,0.6,6
CCOc1ccc(C(=O)NN2C(=O)C3C4C=CC(O4)C3C2=O)cc1 (centres undefined),8,2,0.7,0,-3,10,5,0.4,-8
O=C(O)c1ccc(CSc2nnc(-c3ccncc3)n2-c2ccc(Br)cc2)cc1,-1,-3,3.5,-4,2,5,2,0.1,-1
COc1cc2c(cc1NC(=O)CSc1nnc(Cc3cccs3)n1C)oc1ccccc12,-11,-4,-1.5,-1,-9,14,-1,-0.7,-12
COc1ccc(NC(=O)N2CCN(c3ccc([N+](=O)[O-])cc3)CC2)cc1OC,-9,0,-3.6,-1,2,11,4,0.2,-48
NC(=O)CC1NC(=O)c2ccccc21 (centres undefined),18,-2,-0.2,1,-2,15,2,2.4,0
O=C(N/N=C1\CCCc2ccccc21)c1ccc([N+](=O)[O-])cc1Cl,-5,-2,0.7,-4,-43,2,1,1.6,-3
COC(=O)/C=C/c1cnc2ccccc2c1,-17,-2,-1.0,7,3,-1,0,1.4,-25
Cc1onc(-c2c(F)cccc2Cl)c1C(=O)Nc1nc2ccccc2[nH]1,-8,-3,2.5,2,10,-23,4,-1.9,21
CCC(Cc1ccccc1)NC(=O)Cn1ncc2ccsc2c1=O (centres undefined),-14,-1,1.0,1,1,5,1,-0.2,4
Cc1[nH]c2ccccc2c1/C=N/NC(=O)c1cccc(S(=O)(=O)Nc2ccccc2Cl)c1,-13,-3,2.3,1,3,12,2,0.5,1
NC(=O)c1ccc(NC(=O)Cn2c(=O)n(-c3ccccc3)c(=O)c3oc4ccccc4c32)cc1,-6,3,1.4,9.9*,0,-4,7,1.2,-15
Cc1ccc(NC(=O)CCC(=O)n2nc(C)cc2C)c(C)c1,-51,0,0.1,-2,-7,-4,6,-0.4,15
O=C(O)Cn1cc(C(=S)N2CCOCC2)c2ccccc21,-11,0,0.3,1,-2[fluorescence artefact?],-6,2,-1.0,-2
O=c1[nH]c2ccccc2n1CCCSCCCn1c(=O)[nH]c2ccccc21,0,-2,-0.9,2,3,11,1,-0.4,0
CCOc1ccc(C2=[N+]([O-])C(C)(C)N(O)C2(C)C)cc1,-9,2,1.5,-1,3,-11,3,-0.4,-21
COc1ccc(/C=N/N=C2/NC(=O)C(CC(=O)NC(C)C)S2)cc1 (centres undefined),-18,0,-0.1,0,3,19,7,-0.2,-2
CCN(CC)S(=O)(=O)c1ccc2c(c1)nc(CCC(=O)O)n2C,-7,2,2.5,-2,3,8,-5,-0.3,-5
CCOC(=O)c1ccc(NC2OC(=O)c3ccccc32)cc1 (centres undefined),-12,-1,1.5,0,0,12,3,-0.4,-17
CCNc1nc(NC(C)C)nc(N(C)C#N)n1,-16,-5,0.2,-1,-5,-20,-2,0.6,-17

Entries of single compounds from above:
Profile of COc1cccc(C(=O)N/N=C2/SCC(=O)N2CCc2ccc(OC)c(OC)c2)c1 → MDM2 E3 inh = -7; Ba/F3 V617F tox = -5; S1P4 ag = 1.4; Wee1 stabilizer = 5; eIF4E 4G PPI = 0; NPY2 pot ag = 6; BaF3 parental = 1; PERK inh = 0.6; S1P4 antag = 4
Profile of Cc1[nH]c(C(=O)N/N=C/c2ccc(N(C)C)cc2)c(C)c1C(=O)N/N=C/c1ccc(N(C)C)cc1 → MDM2 E3 inh = 8; Ba/F3 V617F tox = -1; S1P4 ag = 0.2; Wee1 stabilizer = 8; eIF4E 4G PPI = 0; NPY2 pot ag = 2; BaF3 parental = -1; PERK inh = 0.1; S1P4 antag = 9
